GDH-TPI counter: inhibits GDH-TPI coupling enzymes, artifact for Mtb FBA screen. GDH-TPI coupled enzyme counterscreen, NADH absorbance. inhibition, % at 4.8 µM. hit rate 1.2% among 360,000; in the data active = inhibition above about 30%;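 also: 0% = DMSO wells and 100% = wells lacking the enzyme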
BioA inh: blocks M. tuberculosis BioA enzyme activity. purified M. tuberculosis BioA enzyme, plate reader. inhibition, % at 9.99 µM. hit rate 0.096% among 360,000. AID 602481; in the data active = inhibition above about 40%; inconclusive = no clear call, values can overlap the other calls
MazF activator: MazEF (E. coli) toxin RNase activation; hit rate 0.32% among 350,000; FAM/BHQ RNA-DNA oligo cleavage fluorescence, 5 h; P0AE70; activation, % at 20 µM; in the data active = activation above about 50%
Target sequence (P0AE70 whole entry, looked up): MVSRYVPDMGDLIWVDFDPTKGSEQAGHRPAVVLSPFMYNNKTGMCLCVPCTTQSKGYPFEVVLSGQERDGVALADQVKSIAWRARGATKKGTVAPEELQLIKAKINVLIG
Mtb FBA inh: inhibitors of M. tuberculosis fructose-bisphosphate aldolase; purified M. tuberculosis FBA, fluorescence read-out; P9WQA3; inhibition, % at 1 µM; hit rate 2.3% among 360,000; in the data active = inhibition above about 27%;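 also: 0% = vehicle and 100% = reference inhibitor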
Target sequence (P9WQA3 whole entry, looked up): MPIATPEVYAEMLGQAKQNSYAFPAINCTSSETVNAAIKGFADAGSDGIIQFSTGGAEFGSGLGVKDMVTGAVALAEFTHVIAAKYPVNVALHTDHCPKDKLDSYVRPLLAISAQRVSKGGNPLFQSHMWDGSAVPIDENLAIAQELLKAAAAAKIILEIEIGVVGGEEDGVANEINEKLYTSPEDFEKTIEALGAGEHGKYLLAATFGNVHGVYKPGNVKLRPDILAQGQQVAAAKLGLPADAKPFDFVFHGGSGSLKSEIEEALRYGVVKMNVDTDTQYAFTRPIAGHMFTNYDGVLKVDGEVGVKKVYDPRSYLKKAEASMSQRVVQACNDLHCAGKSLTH
FadD28 binding: M. tuberculosis FadD28 bisubstrate binding inhibition. hit rate 0.22% among 360,000. inhibition, % at 12.5 µM. AID 588549. FadD28 bisubstrate probe binding, fluorescence polarization; in the data active = inhibition above about 8.5%, passing the limit was not always enough; inconclusive = no clear call, values can overlap the other calls
BoNT-F LC inh: blocks Botulinum neurotoxin F light chain protease | hit rate 0.22% among 360,000 | inhibition, % at 10 µM | Multiplex microsphere protease cleavage assay, flow cytometry | AID 588497; in the data active = inhibition above about 35%, passing the limit was not always enough; inconclusive = no clear call, values can overlap the other calls; also: plate controls were buffer without enzyme for full effect and enzyme alone for no effect
Mtb UGM inh: Mtb UDP-galactopyranose mutase inhibition | P9WIQ1 | purified UGM, fluorescence polarization probe displacement | inhibition, % at 10 µM | hit rate 0.06% among 320,000 | AID 504406; in the data active = inhibition above about 10%, passing the limit was not always enough; inconclusive = no clear call, values can overlap the other calls
Target sequence (P9WIQ1 whole entry, looked up): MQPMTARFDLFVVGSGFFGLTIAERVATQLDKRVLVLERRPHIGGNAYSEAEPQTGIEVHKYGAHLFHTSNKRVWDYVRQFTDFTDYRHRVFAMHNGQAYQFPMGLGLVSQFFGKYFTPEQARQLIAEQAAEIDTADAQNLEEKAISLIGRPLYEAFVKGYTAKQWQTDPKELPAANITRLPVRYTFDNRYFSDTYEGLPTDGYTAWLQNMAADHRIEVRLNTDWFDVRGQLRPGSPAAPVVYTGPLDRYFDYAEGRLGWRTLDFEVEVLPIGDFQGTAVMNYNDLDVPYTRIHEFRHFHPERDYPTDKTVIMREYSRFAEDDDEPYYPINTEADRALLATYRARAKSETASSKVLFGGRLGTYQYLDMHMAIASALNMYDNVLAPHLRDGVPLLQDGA
Rv3671c inh: Rv3671c (M. tuberculosis) protease inhibition; P9WHR9; hit rate 0.048% among 320,000; inhibition, % at 5.96 µM; in the data active = inhibition above about 38%;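 also: extracellular domain of Rv3671c used as enzyme; 0% = enzyme with DMSO and 100% = no enzyme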
PrPC surface inh: inhibitors of human cell surface prion protein PrPC. TR-FRET read-out. AID 720596. inhibition, % at 13.8 µM. hit rate 0.43% among 370,000; in the data active = inhibition above about 24%; also: 0% = median of the test wells and 100% = reference compound wells
An asterisk follows results filed as active; i = inactive; ? = inconclusive; nt = no result given; & = joins results of further samples.

SMILES	GDH-TPI counter	BioA inh	MazF activator	Mtb FBA inh	FadD28 binding	BoNT-F LC inh	Mtb UGM inh	Rv3671c inh	PrPC surface inh
C=Cn1ccnc1P(=S)(c1c(C)nn(-c2ccccc2)c1C)c1nccn1C=C	17	-2.1	2	0	0.8	5	2.7	-2	5
COc1ccc([C@H]2CC(=O)C=C(c3cc4ccccc4s3)C2)cc1OC	33*	2.4	4	0	-3.3	-4	0.4	-5	2
CC(=O)N1CCCc2cc(S(=O)(=O)CCC(=O)N3CCN(c4ccccc4)CC3)ccc21	1	0.3	-3	0	-0.6	-1	0.8	2	2
CC(C(O)c1ccc(O)cc1)N1CCC(Cc2ccccc2)CC1 (stereo not given)	8&5&12	3.5&2.9&4.6	13&7&9	0&6&-2	-1.5&-0.3&-1.8	-15&-1&1	2.2&0.7	4&-1&-2	-11&0&-7
CC1(C)C(=O)Nc2ccccc2N1C(=O)CSc1nnc2ccccn12	2	-1.6	7	9	-1.1	-3	-0.6	-3	-2
CC1=C(C(=O)N(C)C)CC(CC(=O)NCCCN(C)C)C(=O)N1Cc1ccc(F)cc1 (stereo not given)	nt	0.1	nt	0	-4.7	-1	nt	nt	-4
O=C(CS(=O)(=O)c1ccccc1)Nc1nccs1	8	-1.0	4	-1	-0.8	2	-0.3	-5	4
O=C1CCCC(=O)N1c1ccc(O)cc1	0	nt	6	-2	-0.4	-7	-1.2	-4	2
O=C(NC1CCCCC1)c1cc([N+](=O)[O-])ccc1N1CCCC1	4	-1.5	1	-6	-1.5	1	0.4	-5	-8
C=C[C@@H]1C[C@@]1(C)[C@@H](NP(=O)(c1ccccc1)c1ccccc1)c1ccccc1	-5	-0.6	0	-1	-9.9	0	2.7	1	-5
CC(C)C[C@H](N)c1nnc(SCC(=O)Nc2ccc(Br)cc2)o1	2	-0.1	-3	0	-2.5	-9	1.4	-3	5
COc1ccc(-c2nnc(SCC(=O)N/N=C/c3ccccc3C(=O)O)n2-c2ccc(Cl)cc2)cc1	2	nt	-2	0	-1.7	-2	1.0	-11	4
C=CCN(CC=C)S(=O)(=O)c1ccc(NC(=O)COc2ccccc2OC)cc1	1	-2.5	-9	1	nt	6	0.7	-21	-3
CN1C(=O)C(C)(C)c2cc(S(=O)(=O)N3CCC(C(=O)Nc4ccc(Cl)cc4)CC3)ccc21	-7	-1.6	6	3	-0.7	0	0.7	-11	-2
NC(=O)COC(=O)c1ccc(Cl)c(S(=O)(=O)N(Cc2ccccc2)c2ccc(Cl)cc2)c1	-4	nt	-1	-5	-8.6	-6	-1.4	-16	2
O=C(C1CC1)N1CCc2cc(Br)cc(S(=O)(=O)NCCCN3CCCCC3)c21	20	-0.2	10	4	nt	-6	-1.9	6	-4
CCC(=O)N1N=C(c2c(O)n(C)c(=O)n(C)c2=O)CC1c1ccccc1 (stereo not given)	1	-0.8	-1	-3	-1.1	?	-2.4	-7	6
COc1ccc(CC(=O)C2C(=O)N(C)c3ccccc32)cc1OC (stereo not given)	17	nt	1	6	-1.8	-7	nt	nt	-8
Cc1nnc2sc(SCc3ccc(Cl)cc3)nn2c1=O	8	-1.3	6	-1	-3.4	1	nt	3	-5
O=C(COc1cc(Cl)c(Cl)cc1Cl)NC(=O)NC1CCCC1	-1	-1.5	1	5	0.3	2	-4.3	-3	2
O=C(Nc1cccc(NC(=O)c2ccc3c(c2)OCO3)c1)c1ccccc1	-2	nt	31	1	-2.9	-2	1.5	-21	7
CCOc1ccc(CCNC(=O)COC(=O)/C=C/c2ccco2)cc1OCC	6	0.0	3	-2	-0.7	-2	-1.0	2	1
CC(=O)N(Cc1ccc2c(c1)OCO2)C1CC(=O)N(CCc2ccccc2)C1=O (stereo not given)	-3	2.0	-1	-1	-3.3	-7	-0.7	1	1
C(=C/c1nccc2c1[nH]c1ccccc12)/c1ccc2c(c1)OCO2	9	1.5	-7	19	0.5	-8	nt	nt	6
CN(C)S(=O)(=O)c1cccc(NC(=O)COC(=O)c2cc3ccccc3oc2=O)c1	12	nt	-10	11	0.3	7	3.1	-7	-6
CCc1sc(C(=O)NCCCn2ccnc2)cc1Br	-8	0.2	6	1	-3.2	7	1.1	2	6
CCOC(=O)c1c(NC(=S)Nc2cccc(C)c2)sc2c1CC(C)(C)SC2	5	nt	1	-4	-4.6	6	-0.8	-11	-1
CCc1cccc(C)c1NC(=O)COC(=O)CNC(=O)c1cccs1	-10	nt	7	1	-2.4	10	4.2	0	2
CN1CCN(S(=O)(=O)c2ccc(NC(=O)c3ccc(F)cc3)cc2)CC1	4	-7.5	6	-1	-1.0	-9	-1.1	2	-4
CC(NC(=O)/C=C/c1ccccc1[N+](=O)[O-])C1CC2CCC1C2 (stereo not given)	-8	-1.6	0	-3	-3.8	5	1.8	-2	-10
C=CCOc1ccc(/C(O)=C2\C(=O)C(=O)N(CCCOC)C2c2ccc(O)c(OC)c2)cc1 (stereo not given)	11	0.4	1	1	-2.7	-1	-1.1	10	5
Cc1cnc(C(=O)Nc2cccc3cccnc23)cn1	12	-1.5	24	0	-6.1	-2	nt	nt	-2
COc1ccc(S(=O)(=O)Nc2nc3ccccc3nc2Nc2cccc(C(=O)O)c2)cc1	38*	-0.7	-3	32*	?	2	5.0	-6	-7
CC1=NN(C(=S)Nc2ccccc2)C(C)(C)C1	0	-1.5	4	4	-2.5	1	-2.5	4	3
CCN1C(=O)[C@H]2[C@@H](c3ccc(C)cc3)N3C(=O)N(c4ccccc4)C(=O)[C@@]3(Cc3ccccc3)[C@H]2C1=O	5	-0.7	6	-1	-0.6	-1	0.7	1	-2
C=CC[C@H](CC(=O)NCCO)C(=O)N[C@H](COC(=O)[C@@H](CC=C)Cc1ccc(F)cc1)Cc1ccccc1	8	1.0	-3	8	-2.8	8	1.7	-4	-3
Cc1ccc(NC(=S)NCCc2c[nH]c3ccccc23)cc1	1	1.8	-2	0	0.8	3	0.4	5	6
Cc1ccc(N2C(=O)CSC2c2ccc3c(c2)OCO3)cc1 (stereo not given)	-6	nt	-2	0	-1.1	-4	1.5	7	10
Nc1ccc2nc(SCc3ccccc3F)sc2c1	2	nt	6	-2	-3.6	-1	0.3	9	11
CCN(CC)CCNC(=O)c1ccc(NC(=O)Cc2ccc(OC)c(S(=O)(=O)N3CCOCC3)c2)cc1	2	-1.5	10	2	-0.6	-4	nt	nt	-2

Brought forward from above: three compounds, followed by the next part.
SMILES	GDH-TPI counter	BioA inh	MazF activator	Mtb FBA inh	FadD28 binding	BoNT-F LC inh	Mtb UGM inh	Rv3671c inh	PrPC surface inh
Cc1ccc(N2C(=O)CSC2c2ccc3c(c2)OCO3)cc1 (stereo not given)	-6	nt	-2	0	-1.1	-4	1.5	7	10
Nc1ccc2nc(SCc3ccccc3F)sc2c1	2	nt	6	-2	-3.6	-1	0.3	9	11
CCN(CC)CCNC(=O)c1ccc(NC(=O)Cc2ccc(OC)c(S(=O)(=O)N3CCOCC3)c2)cc1	2	-1.5	10	2	-0.6	-4	nt	nt	-2
CCOCCCn1c(SCC(=O)NCc2ccco2)nc2c(sc3ccccc32)c1=O	4	-2.5	-12	2	0.4	6	-1.2	-6	2
COc1ccc(C(=O)CSc2nnc(C3CC3)n2N)cc1	-3	1.3	5	0	-0.5	0	-1.3	-1	1
CCN1C(=O)c2ccccc2S(=O)(=O)c2ccc(C(=O)NCC(OC)OC)cc21	7	-0.9	3	2	-2.4	1	2.6	-9	0
CCN(CC)S(=O)(=O)c1cc(F)ccc1OC	5	-0.6	-3	0	-3.4	-6	0.7	5	3
Cc1cn2nc(N)c3ccccc3c2n1	1	-1.3	-4	42*	0.9	9	1.5	4	9
C=CCNC(=O)CN1CCN(Cc2ccc3c(c2)OCO3)CC1	9	0.2	-8	0	-2.0	2	-0.1	7	-6
Cc1cccc(NC(=O)COC(=O)CCc2c[nH]c3ccccc23)c1C	2	2.5	4	4	-2.0	0	4.8	-9	-2
CCC(C(=O)OCC(=O)NCc1ccc2c(c1)OCO2)c1ccccc1 (stereo not given)	-1	-1.3	0	0	-5.1	-3	-1.1	10	5
C=CCn1c(SCC(=O)Nc2cc(NC(C)=O)ccc2OC)nnc1-c1cccnc1	4	-0.5	-4	-1	-0.2	-2	-4.5	7	0
Cc1ccc(-n2c(=O)c3sccc3n(CC(=O)NC3CCCC3)c2=O)cc1	-11	-0.2	1	0	-4.3	-3	0.8	0	-6
O=C(O)CC(SCC(=O)Nc1ccccc1)C(=O)O (stereo not given)	1	nt	-6	2	1.1	-4	-0.1	5	1
CC(=O)c1ccc(Nc2cc(C)nc3ncnn23)cc1	11	26	9	1	1.5	3	-2.6	-1	-1
CN1CCN(C2=C(Cl)C(=O)N(c3ccc(Cl)c(Cl)c3)C2=O)CC1	10	-0.1	-4	1	-2.4	-20	-0.5	-6	nt
CCOc1ccc(CNC(=O)C(C)n2nc(C)c3c(C)n(-c4ccccc4)nc3c2=O)cc1 (stereo not given)	-7	2.0	4	-1	-2.2	0	-0.4	-3	2
Cc1nc(-c2cc(C#N)c(=O)[nH]c2C)cs1	2	-1.8	15	19	-0.3	-8	4.3	-7	8
COc1cccc(-c2csc(N3CCN(C(=S)Nc4cccc(C)c4)CC3)n2)c1	-1	nt	6	0	-0.7	-9	-0.7	-6	10
N#CCSc1nc2ccccc2c(=O)n1CCC(=O)NC1CCCCC1	8	-4.1	-3	0	-0.3	-18	4.2	-12	-5
COc1cccc(-c2nc(CS(=O)(=O)CC(=O)Nc3ccccc3Cl)c(C)o2)c1	13	-3.1	10	2	-1.0	-1	2.3	-3	4
CS(=O)(=O)N1CCC(C(=O)NCc2ccc3c(c2)OCO3)CC1	3	nt	-20	4	-1.2	4	1.8	4	1
Cn1c(N)c(C(=O)NCc2ccccc2Cl)sc1=S	19	1.0	24	0	-0.8	-9	0.3	2	-18
O=C(NCc1cccs1)c1csc([C@@H]2O[C@H](CO)[C@H](O)[C@H](O)[C@H]2O)n1	4	-0.7	nt	-2	-0.2	-2	nt	nt	3
CCn1cc(/C=C/c2cc[n+](C)cc2)c2ccccc21	-3	-207	i	-17	-1.5	-2	1.7	-9	-33
O=C(NC(NCC1CCCO1)C(Cl)(Cl)Cl)c1cccc2ccccc12 (stereo not given)	10	nt	-1	0	-1.8	2	3.1	-1	-1

From PubChem
